# RAM network inh: blocks the yeast RAM network | S. cerevisiae dse1pr::URA3 reporter, 5-FOA growth OD615, 2 d; analog-sensitive cbk1-as2 kinase mutant strain | inhibition, % at 50 µM | 1.8% of 190,000 active | AID 868;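 active = inhibition above a set limit, 3 SD over mean compound inhibition, cut at about 8.4% in these data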;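 note: 0% = DMSO-only wells with no growth and 100% = 10 µM 1-NA-PP1 full growth; inhibition rescues growth on 5-FOA so higher OD means more RAM inhibition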
# TLR4-MyD88 BLA: inhibitors of human TLR4-MyD88 binding | HeLa CL3-4 TLR4/MyD88 BLA complementation, FRET ratio | O00206+Q99836 | 0.18% of 200,000 active | AID 861 | inhibition, % at 8.4 µM; in the data active = inhibition above about 25%;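 note: 0% = vehicle and 100% = reference inhibitor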
# PPARg SRC-1 ag: PPARgamma-driven SRC-1 recruitment agonism. PPARgamma-SRC-1 coactivator recruitment biochemical assay. activation, % at 8 µM. AID 631. 0.41% of 200,000 active; in the data active = activation above about 19%;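 note: 0% = DMSO and 100% = reference agonist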
# Target sequence (P37231 whole entry, looked up): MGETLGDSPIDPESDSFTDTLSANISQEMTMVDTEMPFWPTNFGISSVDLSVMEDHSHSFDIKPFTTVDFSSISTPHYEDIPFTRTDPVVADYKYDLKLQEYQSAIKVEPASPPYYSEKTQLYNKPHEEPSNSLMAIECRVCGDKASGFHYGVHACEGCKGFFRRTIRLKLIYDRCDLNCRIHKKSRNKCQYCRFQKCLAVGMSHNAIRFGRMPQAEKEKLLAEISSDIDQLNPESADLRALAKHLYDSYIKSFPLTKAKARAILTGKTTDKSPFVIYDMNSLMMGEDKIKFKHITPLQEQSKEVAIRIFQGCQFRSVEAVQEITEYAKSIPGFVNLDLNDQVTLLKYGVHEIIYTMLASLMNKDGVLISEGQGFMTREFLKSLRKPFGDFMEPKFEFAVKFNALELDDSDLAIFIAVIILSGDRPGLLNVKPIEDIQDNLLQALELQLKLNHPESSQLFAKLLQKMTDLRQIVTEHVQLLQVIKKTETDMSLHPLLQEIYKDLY
# PPARg SRC3 recr: agonists of human PPARgamma SRC-3 coactivator recruitment; P37231; biochemical PPARgamma/SRC-3 coactivator recruitment assay; activation, % at 8 µM; 0.26% of 200,000 active; in the data active = activation above about 23%;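 note: 0% = DMSO and 100% = reference agonist; some compounds past the cut are filed as inactive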
# PPARg SRC-2 ag: promotes SRC-2 coactivator recruitment by human PPARgamma | P37231 | PPARgamma LBD-SRC-2 recruitment, biochemical | activation, % at 8 µM | 0.34% of 200,000 active | AID 1032; in the data active = activation above about 22%;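 note: 0% = vehicle and 100% = reference agonist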
# STAT3 inh: reduces IL-6 driven STAT3 reporter signal; AID 862; 0.89% of 190,000 active; inhibition, % at 5.5 µM; U3A cells, IL-6 STAT3-luciferase reporter, luminescence; host cell line lacks STAT1;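 active = inhibition above the mean inhibition across all screened compounds plus 3 SD, cut at about 44% in these data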;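 note: 0% = DMSO only wells and 100% = 100 µM nifuroxazide control wells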
# ROMK primary: modulators of human ROMK potassium channel. Tet-inducible ROMK, thallium flux fluorescence; actives lie on both sides. B-score at 10 µM. 2% of 130,000 active. AID 1918;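 active = signal ratio slope over the read window, or its plate-corrected B-score, at least 3 SD from the plate mean, either direction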;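 note: B-score of the F/F0 ratio slope over 7 to 12 s after thallium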
# Target sequence (P48048 whole entry, looked up): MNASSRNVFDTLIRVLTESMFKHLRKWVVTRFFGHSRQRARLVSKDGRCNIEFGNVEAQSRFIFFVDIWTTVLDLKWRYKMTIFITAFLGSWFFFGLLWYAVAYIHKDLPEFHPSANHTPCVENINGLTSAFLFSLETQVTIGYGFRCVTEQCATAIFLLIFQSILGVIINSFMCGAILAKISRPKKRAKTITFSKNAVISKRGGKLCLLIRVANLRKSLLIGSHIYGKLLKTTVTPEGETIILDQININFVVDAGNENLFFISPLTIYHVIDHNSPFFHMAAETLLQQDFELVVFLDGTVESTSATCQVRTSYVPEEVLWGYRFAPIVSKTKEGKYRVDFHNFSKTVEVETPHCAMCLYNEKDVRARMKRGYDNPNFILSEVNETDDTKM
# STAT1 inh: reduces IFN-gamma driven STAT1 reporter signal; inhibition, % at 5.5 µM; 0.35% of 200,000 active; NIH 3T3 STAT1-luciferase reporter, luminescence; AID 920;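 active = inhibition above a set limit, the mean inhibition across all tested compounds plus 3 SD, cut at about 34% in these data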;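 note: 0% = IFN-gamma with DMSO and 100% = IFN-gamma with 300 µM nifuroxazide; values of inactives mirror those of a sister screen read the other way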
# S1P3 antagonist: antagonists of human S1P3 receptor; 0.27% of 170,000 active; CHO S1P3 NFAT-BLA reporter, FRET fluorescence, antagonist mode; AID 485; Q99500; inhibition, % at 4.98 µM;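 active = inhibition above the plate cutoff, the mean inhibition of test wells on that plate plus 3 SD, cut at about 28% in these data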;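 note: cells challenged with S1P at its EC80 of 0.8 µM; blue over green emission ratio from cleaved BLA substrate after 4 h stimulation; 0% = S1P-stimulated wells and 100% = unstimulated DMSO-only wells; some compounds past the cut are filed as inactive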
# STAT3 activator: activators of IL-6 induced STAT3 signaling. U3A cells, IL-6 STAT3-luciferase reporter, luminescence; 100% = signal with IL-6 EC80 alone. activation (% of control), % at 5.6 µM. 0.91% of 190,000 active. AID 871;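 active = activation above the screen-wide mean of compound activation plus 3 SD, cut at about 130% in these data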;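 note: 0% = background luminescence of wells with medium and substrate only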
#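 Material: STAT1-lacking human U3A cells, STAT3 luciferase reporter | Benchmarks: IL-6-only wells as 100% reference | Probe or stimulus: IL-6 (33 ng/mL) | Timing: Compound 1 h, then IL-6 6 h at 37 °C | Detection: Luminescence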
# TR-FRET SRC-2 ct: TR-FRET artefact, counter-screen to PPARgamma/SRC-2 agonist assay. 0.4% of 200,000 active. TR-FRET ratio at 8 µM. AID 1049. stronger effect = higher value; in the data active = TR-FRET ratio above about 2000; note: inactives centre near 1500
# An asterisk follows results filed as active; . = no result given.
SMILES,S1P3 antagonist,STAT1 inh,PPARg SRC-2 ag,STAT3 inh,TLR4-MyD88 BLA,TR-FRET SRC-2 ct,STAT3 activator,RAM network inh,ROMK primary,PPARg SRC3 recr,PPARg SRC-1 ag
CCC(C)NC(=O)COc1ccc(OCc2ccccc2)cc1 (configuration not stated),-9,5,6,-1,7,1797,105,1.2,-2.1,7,0
CCOC(=O)Cn1nnnc1CN(Cc1ccc(OC)cc1)Cc1cc2cc(C)ccc2[nH]c1=O,3,3,10,-1,-5,1571,105,0.8,.,-1,1
COc1ccccc1OCCC(=O)OCC(=O)NCc1ccc(Cl)cc1,3,-4,3,13,3,1491,95,1.8,-0.21,2,4
N=C1C(c2nc(-c3ccc(F)cc3)cs2)=C(O)CN1CCCN1CCOCC1,12,1,-6,6,-2,1115,98,-0.7,.,-6,2
CCCn1c(SCC(=O)c2cc(C)n(-c3ccc4c(c3)OCO4)c2C)n[nH]c1=O,-22,7,8,10,4,1675,93,0.7,.,2,3
COc1cc(C)ccc1OCCOCCN(C)Cc1ccccc1,-2,12,-1,16,-6,1461,88,-0.9,0.11,-2,-8
CCCOc1cccc(C(=O)Nc2cc(NC(=O)c3ccco3)ccc2OC)c1,-15,6,0,5,2,1391,101,3.5,.,8,1
CCOc1cc(-c2nc(-c3cc(OC)c(OC)c(OC)c3)no2)cc(OCC)c1OCC,2,-1,4,5,-4,1528,100,.,.,5,5
O=C(CCCCCCCC(=O)NCC1CCCO1)NCC1CCCO1 (configuration not stated),.,10,2,13,6,1709,92,1.2,1.7,12,5
COCCNC(=S)N(C)C1(c2ccccc2Cl)CCCCC1=O (configuration not stated),-6,-8,-5,6,-4,1468,99,-1.4,-0.34,-2,-4
COc1ccc(-c2noc(-c3cccc(Cl)c3)n2)cc1OC,-1,-16,3,12,-14,1561,93,9.1*,0.44,-1,7
Cc1nnc(NCc2n[nH]c(=O)c3ccccc23)c2ccccc12,.,-11,-1,15,-9,1394,91,1.9,0.94,-7,0
CCN(Cc1nc2ccccc2c(=O)[nH]1)Cc1nc2cc(OC)c(OC)cc2c(=O)[nH]1,-17,10,11,-5,-4,1549,106,0.7,.,0,1
CCOc1ccc(/C=C/C(=O)Nc2ccc(N3CCOCC3)cc2)cc1,.,-1,1,5,-5,1451,102,2.6,-0.077,10,-2
O=C(O)CCCCNS(=O)(=O)/C=C/c1ccccc1,-16,0,-6,-2,0,1562,102,-0.8,0.1,4,6

# Single records, as listed above.
# Entry for CCOc1cc(-c2nc(-c3cc(OC)c(OC)c(OC)c3)no2)cc(OCC)c1OCC = S1P3 antagonist = 2; STAT1 inh = -1; PPARg SRC-2 ag = 4; STAT3 inh = 5; TLR4-MyD88 BLA = -4; TR-FRET SRC-2 ct = 1528; STAT3 activator = 100; RAM network inh = .; ROMK primary = .; PPARg SRC3 recr = 5; PPARg SRC-1 ag = 5
# Entry for CCOC(=O)Cn1nnnc1CN(Cc1ccc(OC)cc1)Cc1cc2cc(C)ccc2[nH]c1=O = S1P3 antagonist = 3; STAT1 inh = 3; PPARg SRC-2 ag = 10; STAT3 inh = -1; TLR4-MyD88 BLA = -5; TR-FRET SRC-2 ct = 1571; STAT3 activator = 105; RAM network inh = 0.8; ROMK primary = .; PPARg SRC3 recr = -1; PPARg SRC-1 ag = 1

# Continued.
SMILES,S1P3 antagonist,STAT1 inh,PPARg SRC-2 ag,STAT3 inh,TLR4-MyD88 BLA,TR-FRET SRC-2 ct,STAT3 activator,RAM network inh,ROMK primary,PPARg SRC3 recr,PPARg SRC-1 ag
CCN(C(=O)c1cc2cccc(OC)c2oc1=O)c1ccccc1,3,3,0,4,7,1449,101,0.8,.,9,-2
CCCC(=O)Oc1ccc2c(C)cc(=O)oc2c1,-4,-11,2,-5,10,1581,103,3.3,.,2,-7
O=C(CCCCCCCCC(=O)N/N=C/c1ccco1)N/N=C/c1ccco1,-15,-2,11,-14,-5,1569,109,0.5,-0.35,7,2
Cc1ccccc1OCCCCc1c(C)n[nH]c1C,21,14,0,27,-8,1466,80,-0.9,.,5,3
COCc1cc(C)nc(SCC(=O)Oc2ccccc2)c1C#N,8,-7,2,24,-4,1713,83,9.1*,-0.17,1,9
O=C(Cc1c(F)cccc1Cl)N1CCOCC1,-2,-3,-4,3,-10,1267,105,0.0,-1.8,-1,9
COc1cc2c(cc1OC)C(=O)N(C)CC2,3,-1,-5,.,3,1397,.,1.3,.,1,7
CC(C)OC(=O)c1nnn(-c2nonc2N)c1CSc1ccccn1,17,2,6,11,-12,1669,94,0.9,.,3,4
CC(C)N(Cc1ccccc1)C(=O)COC(=O)/C=C/c1cnc2ccccc2n1,-8,3,0,-4,-3,1671,106,0.1,-0.23,-2,6
COc1ccc(Cn2c(C)nnc2-c2cnn(C)c2N)cc1,-13,-5,2,-4,-3,1473,105,0.6,-0.2,-2,7
CN1CCN(c2nc(-c3ccncc3)nc3ccccc23)CC1,-6,-3,-2,-17,-4,1463,118,2.4,.,7,-11
O=C(CCC(=O)Nc1ccccc1)NNC(=O)c1cccs1,.,3,2,-3,-6,1552,109,0.7,1.1,2,-4
CCCc1nnc(SCC(=O)N2CCCC2)n1CC1CCCO1 (configuration not stated),5,-7,-3,7,-7,1561,96,1.2,0.68,0,2
Cc1cccc(OCCC(=O)Nc2ccc(C)c(S(=O)(=O)N3CCCCC3)c2)c1,-7,-2,-2,3,-14,1564,99,16*,.,6,8
O=C(Nc1ccccc1Cl)c1cc[n+](Cc2ccc([N+](=O)[O-])cc2)cc1,2,-8,3,1,-13,1707,104,1.3,0.31,3,10
O=C(/C=C\c1ccc2c(c1)OCO2)NC1(C(=O)Nc2ccc3c(c2)OCCO3)CCCCC1,-2,16,7,7,6,1696,95,2.9,0.97,6,6
Cn1c(-c2ccc(-c3ccccc3)cc2)c[nH]c1=S,.,-16,18,23,-18,1715,83,0.9,.,9,10
CCC1CCCN1Cn1cnc2c([nH]c3ccc(OC)cc32)c1=O (configuration not stated),3,-1,-5,10,-10,1491,96,0.8,.,-3,-3
Cc1ccc(CN2C(=O)N/C(=C\c3ccc(N4CCOCC4)cc3)C2=O)cc1,10,-6,-3,6,7,1505,98,3.9,-0.019,2,-6
O=C(O)C1CCCN1C(=O)Nc1ccccc1 (configuration not stated),-19,1,-2,10,-16,1528,93,1.1,.,1,5
O=C(N/N=C/c1ccc(N2CCOCC2)s1)c1ccccc1Cl,-1,-14,6,-9,8,1414,113,2.3,-0.011,6,2
CCN(CC)C(=O)C(=O)c1cccn1-c1cccc(Cl)c1C#N,.,-1,12,-3,-7,1561,106,1.6,0.15,-6,-2
Cc1cc(=O)oc2cc(OCC(=O)Nc3cccc(S(=O)(=O)N(C)C)c3)ccc12,-1,0,13,8,-9,1702,93,4.9,0.62,1,7
CCOCCCNC(=O)c1ccc(N2CCCC2)c(NS(=O)(=O)c2ccc(C)cc2)c1,8,-4,3,2,13,1552,102,0.0,-0.26,3,-3
COc1ccc(CNC(=O)C(c2ccncc2)N(C(=O)Cc2cccs2)c2ccccc2)cc1 (configuration not stated),-1,-7,-2,-5,13,1421,104,6.7,-1.3,-2,1
CC1CCc2nc(NC(=O)CN3CCOCC3)sc2C1 (configuration not stated),12,-17,-5,-17,-1,1412,116,2.6,.,-5,2
N#Cc1c(Nc2ccc(F)cc2)sc(C(=O)c2ccccc2)c1N,-2,11,-5,-14,-15,1581,110,6.4,-0.94,0,-2
CCOC(=O)c1ccc(NC(=O)Nc2ccccn2)cc1,-17,-57,2,25,-4,1616,87,0.3,-0.53,5,3
CCC(CC)c1nnc(NC(=O)c2ccco2)s1,-2,0,3,-2,-1,1546,104,0.8,0.04,6,2
Cc1c(NC(=O)c2cc(-c3ccco3)on2)c(=O)n(-c2ccccc2)n1C,-25,2,-1,11,-14,1375,98,3.6,0.65,-4,-2
CCC(CC)COC(=O)C(C#N)c1nc2ccccc2nc1N1CCOCC1 (configuration not stated),11,0,-7,5,16,1760,98,16*,-0.27,-2,15
Cc1nnn(C23CC4CC(CC(CC(=O)Nc5cccc(F)c5)(C4)C2)C3)n1,9,5,-2,4,14,1626,100,0.6,-1.7,2,2
COc1cccc(CCNC(=O)c2ccc(C#N)cc2)c1,6,-10,4,6,-25,1612,99,2.9,-0.37,5,10
Cc1ccc2nc(N(CCN(C)C)C(=O)/C=C/c3cccs3)sc2c1,-8,0,9,0,-15,1503,102,-0.9,.,4,3
COCCSc1nnc(NC(=O)C2CC(=O)N(c3ccc(C)cc3)C2)s1 (configuration not stated),-17,14,-2,-3,8,1406,106,0.5,0.084,-5,-11
O=C(CN1C(=O)c2ccccc2C1=O)Nc1ccc2c(c1)OCO2,-18,-2,5,7,3,1275,96,0.5,-0.67,7,3
O=C(CN1CCN(c2ccc(Cl)cc2)CC1)NCc1cccs1,6,-5,0,6,4,1633,99,1.4,-0.12,1,1
Cc1ccc(-c2[nH]nc(N)c2N=Nc2ccccc2C)cc1,.,-5,13,13,1,1731,93,2.4,.,11,5
COc1ccc(C(=O)NCC(=O)N/N=C/C=C/c2ccccc2)cc1OC,8,8,-10,17,-8,1602,95,0.6,-0.044,0,-6
Cc1noc(C)c1C(=O)OC(C)C(=O)Nc1ccc(S(=O)(=O)NC(C)C)cc1 (configuration not stated),6,4,8,-5,-7,1522,104,3.0,0.43,-1,8
COc1ccccc1/C=N/NC(=O)CNC(=O)c1ccc(S(=O)(=O)N(C)C)cc1,-14,5,2,-9,4,1657,112,1.9,0.8,1,2
O=C(C1=C[C@@H](C2CC2)C[C@@H](OCCCCO)O1)N1CCN(Cc2ccccc2)CC1,-13,7,-2,.,-14,1592,.,1.1,.,1,10
O=C(Cn1ccc2ccccc2c1=O)NCCC(=O)NC1CCN(Cc2ccccc2)CC1,13,9,4,4,3,1550,101,-1.1,.,-8,8
C/C(=N\NC(N)=O)c1ccc(Cl)cc1,.,3,4,17,-4,1651,92,1.3,-0.57,5,4
N#Cc1ccccc1Cn1c(=O)n(CCC(=O)NCc2ccco2)c(=O)c2ccccc21,-2,4,2,3,-4,1763,100,3.0,1.7,1,9
O=C(CNC(=O)c1ccc(N2C(=O)c3ccccc3C2=O)cc1)OCC(=O)c1ccccc1,-13,-2,2,4,6,1725,97,3.6,0.48,2,-3
O=C(Nc1ccccn1)c1cc2ccccc2o1,.,53*,16,89*,-3,1629,26,0.0,0.46,14,6
COc1ccc(NC(=O)NCCN2CCN(c3cccc(Cl)c3)CC2)cc1,10,4,-3,-6,3,1370,104,0.3,.,5,2
COc1ccc2c(c1)c(C(O)CN1CCC(Cc3ccccc3)CC1)c(C)n2C (configuration not stated),.,4,4,5,-7,1759,99,-0.4,.,0,1

# Compounds were not picked by outcome. About 5.6% of those tested had a hit in this group.
